BH1578 lux ind: inducers of Vibrio cholerae quorum light production without autoinducers, primary screen, BH1578 luxS cqsA deficient, single point; activation, % at 18.7 µM; V. cholerae BH1578 lux reporter, luminescence, 6 h; 350,000 tested, 0.16% active; in the data active means activation mostly above about 9.7%, no sharp cut-off; inconclusive means no clear call, values can overlap the other calls; inactive means mostly below about 3.7%; further: not every result past the cut was called active; inactives centre near 0; reference of the scale not given here
DUSP3 inh: VHR1 phosphatase inhibitors, primary screen, biochemical, absorbance, uHTS | recombinant VHR phosphatase, pNPP absorbance | inhibition, % at 13.3 µM | 290,000 tested, 0.52% active | Dual specificity protein phosphatase 3 (Homo sapiens), P51452; in the data active means inhibition above about 50%; further: some compounds called inactive have numbers as strong as hits
Target sequence (P51452 whole entry, looked up): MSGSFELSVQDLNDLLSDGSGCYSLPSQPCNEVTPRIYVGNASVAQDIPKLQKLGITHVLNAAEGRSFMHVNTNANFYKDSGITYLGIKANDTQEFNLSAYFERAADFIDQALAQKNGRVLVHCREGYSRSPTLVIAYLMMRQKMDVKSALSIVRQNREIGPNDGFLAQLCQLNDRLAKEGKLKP
SSB-PriA inh: inhibitors of Klebsiella pneumoniae PriA binding to SSB C-terminal tail, primary screen, biochemical, AlphaScreen; PriA–SSB C-terminal tail interaction (Klebsiella pneumoniae); AlphaScreen SSBct-PriA binding, biotinylated peptide; inhibition, % at 33 µM; 430,000 tested, 0.6% active; AID 1272365, 2023; in the data active means inhibition mostly above about 37%, no sharp cut-off; inactive means mostly below about 20%;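 further: plate controls were negative control peptide for no effect and reference peptide for full effect; strong numbers were not always called active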
Anthrax LF inh2: Bacillus anthracis LF protease inhibitors, primary screen, biochemical, multiplex microsphere, MLPCN library. Lethal factor (Bacillus anthracis), P15917. multiplex microsphere protease cleavage assay. inhibition, % at 10 µM. 360,000 tested, 0.12% active. AID 588501, 2011; in the data active means inhibition above about 30%; inconclusive means no clear call, values can overlap the other calls; further: plate controls were buffer without enzyme for full effect and enzyme alone for no effect
Target sequence (P15917 whole entry, looked up): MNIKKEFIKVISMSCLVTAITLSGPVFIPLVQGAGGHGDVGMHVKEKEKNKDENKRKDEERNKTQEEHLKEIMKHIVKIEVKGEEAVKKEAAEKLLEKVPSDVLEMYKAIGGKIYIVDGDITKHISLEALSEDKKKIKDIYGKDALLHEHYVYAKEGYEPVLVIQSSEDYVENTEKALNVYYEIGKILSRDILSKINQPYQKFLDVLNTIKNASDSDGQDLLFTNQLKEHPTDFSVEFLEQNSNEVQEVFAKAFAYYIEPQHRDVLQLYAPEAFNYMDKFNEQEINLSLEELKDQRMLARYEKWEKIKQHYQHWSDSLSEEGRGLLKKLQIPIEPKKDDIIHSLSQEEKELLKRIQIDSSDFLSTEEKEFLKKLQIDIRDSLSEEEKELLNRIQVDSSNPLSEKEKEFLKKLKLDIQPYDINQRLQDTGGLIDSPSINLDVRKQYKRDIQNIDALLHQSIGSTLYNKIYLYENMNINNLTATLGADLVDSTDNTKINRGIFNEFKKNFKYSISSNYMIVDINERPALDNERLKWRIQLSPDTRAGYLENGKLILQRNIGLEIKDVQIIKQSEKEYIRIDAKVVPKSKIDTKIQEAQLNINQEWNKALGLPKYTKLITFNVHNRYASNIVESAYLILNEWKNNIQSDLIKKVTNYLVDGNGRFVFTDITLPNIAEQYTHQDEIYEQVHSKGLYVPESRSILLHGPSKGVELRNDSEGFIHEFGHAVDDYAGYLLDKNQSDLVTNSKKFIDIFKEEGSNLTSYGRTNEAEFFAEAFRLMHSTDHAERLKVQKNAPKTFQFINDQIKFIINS
MazF activator: activators of E. coli MazEF toxin-antitoxin RNase, primary screen, biochemical, fluorescence, uHTS; FAM/BHQ RNA-DNA oligo cleavage fluorescence, 5 h; activation, % at 20 µM; 350,000 tested, 0.32% active; Endoribonuclease toxin MazF (Escherichia coli (strain K12)), P0AE70; in the data active means activation above about 50%
Target sequence (P0AE70 whole entry, looked up): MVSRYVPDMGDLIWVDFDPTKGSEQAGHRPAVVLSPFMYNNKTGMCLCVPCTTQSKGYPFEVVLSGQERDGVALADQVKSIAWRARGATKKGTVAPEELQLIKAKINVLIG
Yp Topo-I inh: Yersinia pestis topoisomerase I inhibitors, primary screen, biochemical, cleavage product accumulation, plate reader, single point | AID 504884, 2011 | activity, % at 10 µM | 360,000 tested, 0.064% active | Y. pestis Topo-I cleavage product accumulation | DNA topoisomerase I (Yersinia pestis CO92); in the data active means activity above about 50%, passing the limit was not always enough; inconclusive means no clear call, values can overlap the other calls; further: inactives centre near 2
Rv3671c protease: Rv3671c serine protease inhibitors, primary screen, biochemical, fluorescence polarization, M. tuberculosis H37Rv; AID 2606, 2010; inhibition, % at 5.96 µM; 320,000 tested, 0.048% active; P9WHR9; in the data active means inhibition above about 38%;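 further: extracellular domain of Rv3671c used as enzyme; 0% = enzyme with DMSO and 100% = no enzyme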
PfHsp40 yeast: rescue of yeast from PfHsp40 toxicity, primary screen, S. cerevisiae, ATP luminescence | S. cerevisiae expressing PfHsp40, growth rescue | growth rescue, % at 12.5 µM | 340,000 tested, 0.68% active | AID 504582, 2011; in the data active means growth rescue above about 28%, passing the limit was not always enough; inconclusive means no clear call, values can overlap the other calls;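 further: yeast W303a lacking pdr1 and pdr3 grown in galactose medium; growth measured after three days at 30 °C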
3CLpro inhibitor: SARS-CoV 3CLpro protease inhibitors, primary screen, biochemical, quenched FRET | Replicase polyprotein 1ab (Severe acute respiratory syndrome coronavirus), P0C6X7 | recombinant SARS-CoV 3CLpro, quenched FRET peptide cleavage | inhibition, % at 6 µM | 290,000 tested, 0.14% active | AID 1706, 2009; in the data active means inhibition above about 12%
TcdB inh: TcdB glycohydrolase inhibitors, primary screen, biochemical, single point, plate reader; AID 652162, 2013; 350,000 tested, 0.24% active; inhibition, % at 9.99 µM; Toxin B (Clostridioides difficile), P18177; TcdB glycohydrolase enzymatic assay; in the data active means inhibition above about 10%
* = called active by the depositor; i = inactive; u = inconclusive; x = no result given; & = joins results of further samples. Some of the compounds tested (hit frequency here may not be typical).

SMILES	BH1578 lux ind	DUSP3 inh	SSB-PriA inh	Anthrax LF inh2	MazF activator	Yp Topo-I inh	Rv3671c protease	PfHsp40 yeast	3CLpro inhibitor	TcdB inh
Cc1ccc([C@@H]2CC=C(C(=O)O)[C@H](c3ccc(Br)cc3)N2S(=O)(=O)c2ccc(C)cc2)cc1	-0.6	x	-1	-2	5	18	-8	15	x	-1.5
O=C(NCc1ccccc1F)C1CCN(C(=O)NCc2ccccc2)CC1	-3.0	17	-6	-6	-2	7	-2	-1.8	3	x
OCCC1CN(Cc2cccn2-c2nccs2)CCN1Cc1ccccc1 (stereo not given)	-0.2	5	1	5	0	u	15	-1.3	0	0.8
S=C(NCCc1ccccc1)Nc1ccc(Cl)cc1Cl	i	8	-23	3	1	-3	-3	3.3	1	x
COc1cccc2[nH]c3c(N4CCc5ccccc5C4)ncnc3c12	x	9	3	x	5	x	8	x	2	x
COc1ccc(C(=O)NNC(=O)c2cc(C)[nH]n2)cc1	-0.3	2	-5	-2	-3	7	-3	-0.5	6	-0.4
COc1ccc(NS(=O)(=O)c2ccc(SC)cc2)c(OC)c1	-0.4	-21	-13	1	2	9	3	-0.2	-4	x
COc1cc2nc(CSc3nc(-c4ccc(F)cc4)cs3)[nH]c(=O)c2cc1OC	-0.4	0	-9	2	-2	20	-19	0.4	3	x
COc1cc(OC)c(NC(=O)c2ccoc2C)cc1Cl	-1.0	-15	1	-4	-1	1	4	1.2	-3	x
O=C(NC(Cc1ccccc1)C(=O)O)/C(=C/c1ccc([N+](=O)[O-])cc1)NC(=O)c1ccccc1Br (stereo not given)	-0.5	18	6	-1	0	0	0	0.0	1	0.6
CCOC(=O)N1CCN(C(=O)CSc2nnc(Cc3cccn3C)n2CCc2ccccc2)CC1	-0.4	30	-16	3	-5	13	-3	-0.4	1	x
COc1ccccc1CNC(=O)CSc1ccc(-c2cccc([N+](=O)[O-])c2)nn1	11	6	-5	-3	-4	3	6	-0.3	-1	-1.8
CCc1ccc(OCC(=O)Nc2ccc(-c3cc4ccccc4oc3=O)c(OC)c2)cc1	-0.3	-16	-8	1	4	9	-37	-1.1	0	x
c1ccc(-c2nnc(SCc3nnc(-c4cccs4)o3)o2)cc1	3.4	8	-12	-1	-1	2	6	-1.7	-4	x
O=C(Nc1cccc(C(F)(F)F)c1)OC1CN2CCC1CC2 (stereo not given)	i	44	1	-7	4	-13	-2	-1.2	-2	-2.0
COc1ccc(S(=O)(=O)N2CCCCCC2)cc1C(=O)OCC(=O)NC1CCS(=O)(=O)C1 (stereo not given)	i	x	-2	-1	2	2	0	0.4	x	-0.8
CC(=O)Nc1ccc(S(=O)(=O)NCc2cn3c(C)csc3n2)cc1	i	4	7	-1	8	3	-1	1.1	4	x
Cc1ccc(OCC(=O)Nc2cccc(S(=O)(=O)N3CCOCC3)c2)c([N+](=O)[O-])n1	-0.3	22	-4	1	4	-11	7	0.9	-4	0.4
CC(C)CN(C(=O)COC(=O)c1ccc(Br)o1)c1c(N)n(Cc2ccccc2)c(=O)[nH]c1=O	-0.3	x	-1	3	-5	13	8	-0.7	x	1.0
Cc1cc(C)cc(NC(=O)C2CCCN(S(=O)(=O)c3ccc4[nH]c(=O)ccc4c3)C2)c1 (stereo not given)	-0.3	21	6	0	7	4	-26	-0.8	5	1.1
O=[N+]([O-])c1ccc(CN2CCN(c3nc4ccccc4s3)CC2)cc1	i	-5	-21	8	-9	8	7	-0.2	1	0.8
COc1ccc(C(=O)NNC(=O)c2cccc(F)c2)cc1	-0.3	20	-11	-3	0	3	-18	0.7	0	0.4
COc1ccc(N2CCN(C(=O)CNC(=O)c3nn(-c4ccc(OC)cc4)c(=O)c4ccccc34)CC2)cc1	i	21	-6	5	-5	11	-2	-0.3	2	1.6
Cc1ccc(S(=O)(=O)Nc2c(C)n(C)n(-c3ccccc3)c2=O)c(C)c1	i	-12	-3	-4	2	0	7	0.0	0	0.2
COc1ccc(CNC(=O)C2CCN(S(=O)(=O)c3ccc(-c4nn[nH]n4)cc3)CC2)cc1	1.4	7	-11	0	-3	5	-3	-0.1	4	x
CCCCN(C(=O)c1ccc(N2CCCC2=O)cc1)c1c(N)n(CCC)c(=O)[nH]c1=O	-8.0	x	-4	-4	-27	-1	-12	0.3	x	3.9
CCOC(=O)c1ccc(NC(=O)c2cc(C)nc3ccccc23)cc1	-0.6	31	7	2	1	7	1	-1.8	-5	1.8
Cc1snc(SCC(=O)c2ccc(F)cc2)c1C#N	-0.4	13	-24	-2	0	4	-1	1.0	4	1.5
Cn1cccc1/C=N/NC(=O)c1sc2cc(Cl)ccc2c1Cl	x	18	x	x	x	x	2	x	6	-1.1
O=C(Nc1c(F)cccc1F)C1CCN(C(=O)c2cccs2)CC1	-0.4	-3	-2	1	1	3	-9	-1.2	-6	-0.3
CC(=O)c1c(C)[nH]c(C(=O)CN2C(=O)NC(CCc3ccccc3)C2=O)c1C (stereo not given)	-0.1	13	-5	4	1	-2	-6	4.8	7	0.3
CCOc1ccc([N+](=O)[O-])cc1CNCCc1ccccc1	-0.6	15	-3	-6	5	5	1	2.2	5	1.9
CCC(=O)N(c1nnc(SCC(=O)c2ccc[nH]2)s1)C1CC1	-1.9	x	-3	3	14	9	-1	0.6	x	0.6
CCOC(=O)C1CCCN(C(=O)c2cc(-c3ccc(F)cc3)nc3ccccc23)C1 (stereo not given)	-0.4	18	-7	0	2	23	-2	0.2	-2	0.3
CNc1csc(C)c(C)c1=O	0.0	39	-1	-3	-3	4	-7	-0.3	-1	x
CC(N)c1csc(Nc2ccc(C(=O)NCCCO)cn2)n1 (stereo not given)	-0.4	x	x	2	x	-3	x	x	x	-0.1
O=C(CCNC(=O)c1ccccc1)Nc1cccnc1	-0.3	0	-3	-1	-14	9	10	-0.9	-4	1.4
CC1(C)CC(=O)C=C(Nc2ccc(S(N)(=O)=O)cc2)C1	-0.7	16	-17	-2	7	0	-9	0.5	1	x
CCCCCC(=O)N/N=C/c1ccco1	-2.9	18	x	0	2	5	-4	0.0	1	0.2
Cc1nc2cc(-c3ccc(Cl)cc3)nn2c(C)c1CCC(=O)NCc1ccco1	-0.3	42	-8	0	-3	15	-4	0.4	-5	-8.3

3 compounds drawn at random from those above:
SMILES	BH1578 lux ind	DUSP3 inh	SSB-PriA inh	Anthrax LF inh2	MazF activator	Yp Topo-I inh	Rv3671c protease	PfHsp40 yeast	3CLpro inhibitor	TcdB inh
Cc1ccc([C@@H]2CC=C(C(=O)O)[C@H](c3ccc(Br)cc3)N2S(=O)(=O)c2ccc(C)cc2)cc1	-0.6	x	-1	-2	5	18	-8	15	x	-1.5
CCC(=O)N(c1nnc(SCC(=O)c2ccc[nH]2)s1)C1CC1	-1.9	x	-3	3	14	9	-1	0.6	x	0.6
COc1ccc(CNC(=O)C2CCN(S(=O)(=O)c3ccc(-c4nn[nH]n4)cc3)CC2)cc1	1.4	7	-11	0	-3	5	-3	-0.1	4	x

Additional results
SMILES	BH1578 lux ind	DUSP3 inh	SSB-PriA inh	Anthrax LF inh2	MazF activator	Yp Topo-I inh	Rv3671c protease	PfHsp40 yeast	3CLpro inhibitor	TcdB inh
CCOC(=O)c1cncc(C#CCO)c1	-0.5	2	0	-5	-3	-5	6	0.3	5	0.7
Cc1ccc2c(c1)sc(=NC(=O)C1CC1)n2C	-0.4	-5	-5&-20	1	-9	6	8	-0.4	1	0.6
CSc1ccc(CNC(=O)C2CCC(=O)N(CCc3cccc(F)c3)C2)cc1 (stereo not given)	-0.2	38	-11	-2	4	17	-7	-0.4	-2	0.1
CC(=O)N1CCC(N(CCN2CCOCC2)C(=S)Nc2cccc(C)c2C)CC1	-0.2	12	-5	-2	1	-7	-5	-0.6	0	x
Cn1c(=O)c2c([nH]c(OCc3ccc(Cl)cc3Cl)[n+]2Cc2ccc(F)cc2)n(C)c1=O	-0.7	19	-3	1	-13	0	-4	0.2	1	-0.8
O=[N+]([O-])c1cc(Cl)ccc1-c1nc(-c2ccncc2)no1	1.1	2	0	-1	3	-3	-5	1.1	-1	0.5
O=C(O)C1CSC2(c3ccc4c(c3)OCCO4)CCC(=O)N12 (stereo not given)	-5.6	18	-5	-2	5	1	13	0.5	8	x
O=[N+]([O-])c1ccc(NNC(=S)Nc2ccc(F)cc2)cc1	i	13	27	-4	6	-18	11	0.9	7	x
Cc1noc(NS(=O)(=O)c2ccc(NC(=O)c3ccc(N4C(=O)c5ccccc5C4=O)cc3)cc2)c1C	i	6	-6	-2	2	3	-2	-1.5	0	0.1
Cc1cc(-c2cccs2)c(C#N)c(=S)[nH]1	-0.7	41	-8	5	2	1	-7	-0.8	0	1.5
OCC[C@H]1C[C@H](O)[C@@H](O)[C@@]2(CCCc3ccccc3O2)O1	-0.4	x	-8	-9	-2	6	-8	-1.1	x	-0.4
COc1ccc(CNS(=O)(=O)CCNCCc2ccccc2)cc1	0.6	x	-8	-8	9	28	x	-1.3	x	1.4
O=C(CCNC(=O)c1ccccc1Cl)NN1C(=O)NC2(CCCCC2)C1=O	1.4	x	-3	1	0	2	7	-0.9	x	0.4
O=C(COC(=O)C1=COCCO1)NCc1ccc(Cl)cc1Cl	-0.3	x	x	0	0	6	x	x	x	0.7
COc1ccc(/C=C(\C#N)C(=O)OC2CCOC2=O)cc1 (stereo not given)	-0.9	2	-15	-5	13	2	2	-0.6	1	0.5
COCCNC(=S)N1CCC(C(=O)c2ccc(F)cc2)CC1	0.7	x	-22	12	6	-3	x	0.2	x	-0.5
COc1ccc(C2(C(=O)Nc3ccc(C(=O)N4CCOCC4)cc3)CCOCC2)cc1	-1.6	29	-4	-3	3	-11	0	-0.6	2	x
CCOC(=O)c1ccc(NC(=S)NCCc2ccc(F)cc2)cc1	-0.2	17	-15	2	8	-9	-10	18	2	0.2
Cc1cc(C)nc(NC(=O)Nc2ccc(F)cc2F)n1	0.7	21	0	-2	-2	7	x	-0.6	-5	2.7
CN1CCc2ccccc2CC1=O	-0.2	-14	-2	3	7	10	3	-1.9	-3	x
CCNC(=O)C1(C)CCCN1C(=O)c1cc(OC)c(OC)c(OC)c1 (stereo not given)	-0.4	x	x	-1	x	1	x	x	x	0.3
CCS(=O)(=O)c1ccc2oc(SCC(=O)NCCC3=CCCCC3)nc2c1	-0.1	8	-16	-4	-7	8	0	3.2	4	x
CCOC(=O)C1CCN(C(=O)c2cc3ccc(OC)cc3[nH]2)CC1	-1.1	-3	6	1	-1	7	-6	0.5	2	0.3
Cc1cc(S(=O)(=O)N2CCOCC2)ccc1NC(=O)c1ccc(F)cc1	i	22	-6	4	-22	10	-3	-0.8	4	1.1
CCOC(=O)C(N)CSC1CC(=O)N(CCc2ccccc2)C1=O (stereo not given)	-0.4	26	2	-8	-5	-5	2	-0.5	-5	0.5
CCCCCOc1ccc(/C(C)=N/NC2=NCCN2)cc1	-0.6	-1	x	11	30	2	2	-0.2	-3	1.7
N=c1nc(SCCC(=O)O)ss1	i	-9	-2	0	-3	5	-6	-1.8	0	x
Cc1cccc(N(Cc2ccccc2)C(=O)CCl)c1	-0.3	32	0	-4	2	5	x	2.6	5	0.5
Cc1cccc(N2CC(C)Cn3c2nc2c3c(=O)n(CC(=O)OCc3ccccc3)c(=O)n2C)c1 (stereo not given)	-0.2	21	9	4	-3	1	5	0.8	2	x
